Screening data: PubChem, several laboratories
RGS7-Gao: human RGS7-Galphao interaction regulation | AID 1439 | Multiplexed bead flow cytometry, RGS7-Galphao binding; actives lie on both sides | P09471 | 0.35% of 220,000 active | binding response (% of control), % at 10 µM; in the data active = binding response below about 49% or above about 150%; inconclusive = no clear call, values can overlap the other calls; inactive = in between;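 also: fluorescent Galphao held in activated GDP-AlF4 state binding bead-coupled RGS7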
Target sequence (P09471 whole entry, looked up): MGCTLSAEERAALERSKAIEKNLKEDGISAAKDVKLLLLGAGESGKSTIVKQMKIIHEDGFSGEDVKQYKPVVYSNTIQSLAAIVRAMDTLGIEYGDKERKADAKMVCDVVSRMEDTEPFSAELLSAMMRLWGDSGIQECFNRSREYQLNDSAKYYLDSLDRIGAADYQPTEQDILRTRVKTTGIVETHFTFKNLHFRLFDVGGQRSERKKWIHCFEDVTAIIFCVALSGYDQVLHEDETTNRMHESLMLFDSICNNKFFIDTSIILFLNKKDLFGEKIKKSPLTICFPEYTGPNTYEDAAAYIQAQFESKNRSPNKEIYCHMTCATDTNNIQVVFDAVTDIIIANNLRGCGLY
RGS8-Gao reg: modulates binding of RGS8 to human Galphao | P09471 | multiplexed bead flow cytometry; actives lie on both sides | AID 1423 | response (percent of control binding), % at 10 µM | 0.34% of 220,000 active; in the data active = response below about 60% or above about 140%; inactive = in between;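 also: Galphao activated as the GDP aluminium fluoride complex binding bead-coupled RGS8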
RGS4-Gao reg: modulates binding of RGS4 to human Galphao. P09471. Multiplexed bead flow cytometry; actives lie on both sides. binding response (% of control), % at 10 µM. 0.33% of 220,000 active. AID 1415; in the data active = binding response below about 49% or above about 150%; inactive = in between;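 also: fluorescent Galphao activated with aluminum fluoride binding bead-coupled RGS4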
Mcl1-Bid inh: Mcl-1/Bid interaction inhibition; Q07820; TR-FRET Mcl-1/Bid-Dy647 peptide binding, 1536-well; inhibition, % at 21.7 µM; 0.97% of 220,000 active;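 active = compounds that cut the binding signal by more than half at the single screening dose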;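 also: His-tagged Mcl-1 with europium anti-His antibody binding Bid BH3 peptide; 0% = Mcl-1 plus peptide wells and 100% = peptide-only wells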
Target sequence (Q07820 whole entry, looked up): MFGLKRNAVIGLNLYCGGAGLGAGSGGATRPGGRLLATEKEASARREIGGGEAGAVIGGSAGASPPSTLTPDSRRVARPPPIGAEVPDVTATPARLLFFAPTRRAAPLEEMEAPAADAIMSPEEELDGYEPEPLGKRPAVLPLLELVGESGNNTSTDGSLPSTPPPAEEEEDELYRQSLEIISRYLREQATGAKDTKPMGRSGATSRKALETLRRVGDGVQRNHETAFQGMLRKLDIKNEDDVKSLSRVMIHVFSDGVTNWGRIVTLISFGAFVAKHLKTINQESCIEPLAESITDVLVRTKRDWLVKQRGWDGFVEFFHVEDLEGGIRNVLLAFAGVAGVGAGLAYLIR
* hit, by the source's call; ? = inconclusive; nt = no result given; [ ] = remark or other dose.

SMILES	RGS7-Gao	RGS8-Gao reg	RGS4-Gao reg	Mcl1-Bid inh
CCOC(=O)/C(C#N)=C(\O)c1ccc(NC(=O)c2ccc([N+](=O)[O-])cc2)cc1	?	107	127	-43
O=C(Nc1ccc2c(c1)OCCO2)c1ccoc1	?	102	112	-14
Cc1nn(C)c(C)c1NC(=O)/C(C#N)=C\N(C)C	?	101	92	-14
CC(C)(C)OC(=O)N1CCC(CNC(=O)c2ccccc2)CC1	?	100	101	-42
N#CCCN(Cc1ccccc1)C(=O)Nc1ccccc1	?	101	105	2
O=C1CC(Nc2cc(=O)[nH]c(=O)[nH]2)C(=O)N1c1ccccc1Cl (stereo not given)	?	101	103	-22
Cc1ccccc1OCc1nc2ccccc2c(=O)n1/N=C/c1cccc([N+](=O)[O-])c1	106	100	104	9
Cc1nn(Cc2nnc(SCC(=O)Nc3ccc(Cl)cc3)n2C)c(C)c1[N+](=O)[O-]	?	102	97	-30
C=CCn1c(-c2ccccc2)nc(=S)c2c1CCCC2	?	103	103	-115
COc1ccc2cc(C#N)c(SCC(=O)N3CC(=O)Nc4ccccc43)nc2c1	?	103	99	-112
O=C1CS/C(=N/N=C/c2c[nH]c3ccccc23)N1	?	115	155*[activator]	-14
c1cncc(-c2nc3ccccc3s2)c1	?	101	100	-18
CCN(CC)c1nc2c(c(=O)n(C)c(=O)n2C)n1CC(=O)c1ccccc1	?	97	86	-38
O=C(Nc1nnc(C2CC2)s1)c1cc(S(=O)(=O)N2CCCCC2)ccc1N1CCOCC1	?	95	94	-19
O=C(NCc1ccccc1)c1ncn[nH]1	?	103	102	-67
CCC1=NN(C(=O)Cc2ccc([N+](=O)[O-])cc2)C(O)(C(F)(F)F)C1 (stereo not given)	?	101	99	-9
CC1CN(c2ccc(NC(=O)c3ccco3)cc2C(=O)O)CC(C)O1 (stereo not given)	?	102	105	-11
COc1cc2c(cc1OC)C(C)N(S(=O)(=O)c1cn(C)c(C)n1)CC2 (stereo not given)	?	90	92	1
CCOC(=O)C1=NN(C(C)=O)C2C(=O)N(CC)C(=O)C12 (stereo not given)	?	97	99	-4
O=C(NCCN1CCOCC1)c1cccn2c(=O)c3c4c(sc3nc12)CCCC4	?	100	100	-22
O=C(c1ccccc1F)N1CCCC(C(=O)N2CCc3ccccc3C2)C1 (stereo not given)	?	97	82	-10
CCOc1ccc(/C=N/NC(=S)NC2CC3CC2C2C=CCC32)cc1 (stereo not given)	?	109	127	-29
Cc1nn(C(C)(C)C)c(NC(=O)c2ccc(Cl)cc2)c1Br	?	99	96	7
COC(=O)CSc1nnc(-c2ccccn2)n1N	?	99	99	-31
N/C(=N\NS(=O)(=O)c1ccccc1C(F)(F)F)c1ccccn1	?	101	104	-77
CCn1c(=O)cc(N2CCN(C(=O)c3ccco3)CC2)[nH]c1=O	?	101	96	-45
CCOC(=O)c1cn[nH]c1NC(=S)Nc1ccc(OC)cc1	?	102	108	-34
O=C1CCCC2=C1Sc1ccccc1N2	?	100	103	-4
COc1ccc(C(CCN2CCCCC2)c2c(O)cc(OC)cc2OC)cc1 (stereo not given)	?	94	84	-55
COc1ccc(CCN2C(=O)CC(Cc3ccccc3)C2=O)cc1OC (stereo not given)	?	100	97	-18
Cc1noc(C)c1-c1nnc(-c2ccc(C(F)(F)F)cc2)o1	?	99	98	-7
CCC(NC(=O)NNC(=O)c1ccncc1)(C(F)(F)F)C(F)(F)F	?	99	102	-53
COc1cc(C(=O)c2cocc2C(=O)c2ccc3c(c2)OCO3)cc(OC)c1OC	?	102	101	-13
Cc1c(C(=O)NN)[nH]c2ccc([N+](=O)[O-])cc12	?	100	104	-23
O=C(O)c1ccc2c(c1)OCCCO2	?	98	92	-1
FC(F)(F)c1cnc(N2CCN(C(=S)NCc3ccccc3)CC2)c(Cl)c1	?	101	103	-32
O=[N+]([O-])c1ccc2nc(-c3ccncc3)[nH]c2c1	?	101	97	-2
C=CCOc1ccc(/C=C2\SC(=S)N(C(C(=O)O)c3ccccc3)C2=O)cc1 (stereo not given)	?	101	100	25
Cc1ccc(C(=O)NN2C(=O)C3C4C=CC([C@@H]3C2=O)C42CC2)cc1 (stereo not given in full)	?	97	94	-21
CCOCc1cc(=O)[nH]c(SC)n1	?	101	102	-84
O=C(NN1C(=O)/C(=C/c2cccs2)SC1=S)c1ccncc1	?	104	106	-26
COC(=O)c1ccc(C23CC4(C2)[C@H](CN(Cc2cccnc2)[C@@H]4c2ccccc2)C3c2ccccc2)cc1 (stereo not given in full)	?	100	100	-37
CC(=O)c1ccc(/C=C/c2nc3ccccc3n2C)o1	nt	101	94	-51
CC(=O)Nc1nnc(-c2c(-c3ccccc3Cl)noc2C)o1	?	102	102	1
Cc1ccc(-c2c[n+](CC(=O)Nc3ccc(C)cc3C)c3n2CCC3)cc1	?	101	104	-15
C#CCOCCOCCOCCNc1nc(N2CCN(C(=O)C([C@@H](C)CC)n3cc(C(N)CO)nn3)CC2)nc(N2CCN(C(=O)[C@H](CCC(=O)O)n3cc(C(N)[C@H](C)CC)nn3)CC2)n1 (stereo not given in full)	?	106	107	-18
CCC(C)(C)NC(=O)C(c1ccc(O)cc1)N(C(=O)Cn1nnc2ccccc21)c1ccc(NC(C)=O)cc1 (stereo not given)	?	100	98	-49
COC(=O)COc1cccc2c(=O)n(CC(=O)NCc3ccccc3)ccc12	nt	102	110	-1
Cc1ccc(N2C(=O)N(C(C)C)C(C)(C)CC2(C)O)cc1 (stereo not given)	?	91	89	-32
Cc1ccccc1Oc1nc2c(C)cccn2c(=O)c1/C=C(\C#N)C(=O)NC1CCS(=O)(=O)C1 (stereo not given)	?	102	100	-10
COC(=O)C1C(O)=C(C=Nc2cccc3ccccc23)C(=O)CC1(C)C (stereo not given)	?	103	103	-49
Oc1[nH]c(=S)sc1C=C1N=c2ccccc2=N1	?	99	101	-45
COc1cc2c(cc1OC)C(c1ccccc1)CC2=O (stereo not given)	?	99	101	-34
N#CC(=C=[N-])c1nc2ccccc2nc1-[n+]1cccc(NC(=O)c2cccs2)c1	?	101	105	5
CC(=O)Nc1sc(N/N=C/c2ccc(N(C)C)cc2)nc1-c1ccc(C)cc1	?	101	102	-62
O=C(Nc1ccc(O)c2c(=O)cc(-c3cccc(Cl)c3)oc12)c1ccc(F)cc1	?	105	100	-22
O=S(=O)(Nc1ccccc1N1CCCCC1)c1ccc(F)cc1	?	102	101	2
O=C(Nc1ccc(Oc2ccc(NC(=O)Nc3ccc([N+](=O)[O-])cc3)cc2)cc1)Nc1ccc([N+](=O)[O-])cc1	?	101	104	-20
COc1ccc(N2C(=O)CC(c3ccccc3)C2=O)cc1 (stereo not given)	?	96	99	-39
CCOc1ccc(S(=O)(=O)N2Cc3ccccc3CC2C(=O)O)cc1 (stereo not given)	?	100	102	-16

Whole records as entered above. Screens in order: RGS7-Gao, RGS8-Gao reg, RGS4-Gao reg, Mcl1-Bid inh
O=S(=O)(Nc1ccccc1N1CCCCC1)c1ccc(F)cc1 is listed as ?, 102, 101, 2
COc1cc2c(cc1OC)C(c1ccccc1)CC2=O (stereo not given) is listed as ?, 99, 101, -34
Cc1ccccc1Oc1nc2c(C)cccn2c(=O)c1/C=C(\C#N)C(=O)NC1CCS(=O)(=O)C1 (stereo not given) is listed as ?, 102, 100, -10
O=C(Nc1ccc(Oc2ccc(NC(=O)Nc3ccc([N+](=O)[O-])cc3)cc2)cc1)Nc1ccc([N+](=O)[O-])cc1 is listed as ?, 101, 104, -20

More records follow.
SMILES	RGS7-Gao	RGS8-Gao reg	RGS4-Gao reg	Mcl1-Bid inh
CCN(CC)CC(=O)Nc1cccc(S(=O)(=O)N2CCCC2)c1	?	101	96	-11
CC1=NN2C(=N)/C(=C\c3cc(C)n(-c4cccc(C)c4)c3C)C(=O)N=C2S1	?	100	99	-21
CC(C)n1c(O)c(/C=C2\C=NN=C2c2ccccc2)sc1=S	?	98	96	-10
O=C(Nc1nc(-c2ccccn2)cs1)c1cccc(-n2cnnn2)c1	?	97	97	-63
Cc1ccc(OCC(=O)Nc2cc(S(=O)(=O)N3CCOCC3)ccc2Cl)c([N+](=O)[O-])n1	?	94	88	-18
CC(C)(C)c1csc(NNC(=O)c2ccc(Cl)cc2)n1	?	100	104	-130
COc1cc(O)c(C(CCN2CCCC(C)C2)c2ccc3c(c2)OCO3)c(OC)c1 (stereo not given)	?	99	97	-44
Cn1nc(C(F)(F)F)c(-c2ccccc2)c1NC(=O)CSCC(=O)O	?	97	94	18
CCCCc1c(C)[nH]c(=S)[nH]c1=O	?	102	102	-40
O=C1C2C3C=CC(C3)C2C(=O)N1c1ccc(S(=O)(=O)Nc2nccs2)cc1 (stereo not given)	?	99	97	-34
Cc1onc(-c2ccccc2Cl)c1C(=O)c1ccccc1	?	7.7*	-28*	-7
Cc1cc(C)n2c(nc3ccccc32)c1C(=O)NN	?	98	99	-7
Cn1cc(C(F)(F)F)nc1-c1ccc(OCC(O)CNCCOc2ccc(O)c(C(N)=O)c2)cc1 (stereo not given)	?	101	98	-92
O=Cc1ccc(-c2cccc([N+](=O)[O-])c2)o1	nt	99	111	44
Cc1ccc(-n2c(CSc3nc(C)cc(C)n3)nnc2SCC(=O)Nc2nccs2)cc1	?	102	105	-51
COc1ccc(Nc2ccc(OC)cc2)cc1	?	100	104	-146
O=c1c2ccccc2nc(SCc2ccc(F)cc2Cl)n1CCCN1CCOCC1	?	101	101	-17
COc1cc(/C=N/NC(=O)c2cccs2)ccc1O	?	90	85	-89
COc1ccc(NC(=O)C2CCOC(C)(C)C2)cc1 (stereo not given)	?	110	101	-22
CCOC(=O)C(=CNc1ccc(NC2=NCC(C)(C)S2)cc1)C(=O)OCC	?	111	116	-4
CCOc1c(Br)cc(CNc2ccc(N3CCOCC3)cc2)cc1OC	?	95	93	-78
CC[C@H](CO)Nc1nc(Nc2cccc(Cl)c2)c2ncn(C(C)C)c2n1	?	102	103	-32
Cn1c(=O)c2c(nc(Br)n2C/C=N/NC(N)=S)n(C)c1=O	?	99	95	-31
OCn1c2ccccc2c2ccccc21	?	99	100	1
Cc1ccc(-c2cc(Cc3cccs3)c(=O)[nH]n2)cc1	?	102	109	3
CNC(=S)NNC(=O)c1cccs1	?	99	91	-16
COc1cc(/C=N/Nc2nc(=O)[nH]nc2C)cc([N+](=O)[O-])c1O	?	102	103	-16
OCCC1CN(Cc2nc3c(s2)CCCC3)CCN1Cc1ccccc1 (stereo not given)	?	101	94	-14
Cn1nccc1NC(=O)Nc1cccc([N+](=O)[O-])c1	?	102	114	-15
Cc1csc2ncnc(N3CCN(C(=O)Nc4ccc(OC(F)(F)F)cc4)CC3)c12	?	99	95	19

Reprinted at random: four entries already listed.
SMILES	RGS7-Gao	RGS8-Gao reg	RGS4-Gao reg	Mcl1-Bid inh
COc1ccc(NC(=O)C2CCOC(C)(C)C2)cc1 (stereo not given)	?	110	101	-22
Cn1nccc1NC(=O)Nc1cccc([N+](=O)[O-])c1	?	102	114	-15
O=c1c2ccccc2nc(SCc2ccc(F)cc2Cl)n1CCCN1CCOCC1	?	101	101	-17
COc1ccc(Nc2ccc(OC)cc2)cc1	?	100	104	-146

Following part.
SMILES	RGS7-Gao	RGS8-Gao reg	RGS4-Gao reg	Mcl1-Bid inh
CCOC(=O)N1CCN(c2cc(=O)n(C)c(=O)n2C)CC1	?	98	96	-35
CSc1ncc(OCc2ccccc2)c(=O)[nH]1	?	99	97	-9
O=[N+]([O-])c1ccc(-c2cn3nc(-c4ccccc4)c(-c4ccccc4)nc3n2)cc1	?	99	104	-1
Cc1ccc(N2C(=O)C3CCC(C)(C2=O)C3(C)C)cc1 (stereo not given)	?	100	98	-16
COC(=O)c1ccsc1NC(=O)c1ccc(Cl)s1	?	102	101	-71
C=CCn1c(O)c(N=NC(=O)C(O)c2ccccc2)c2ccccc21 (stereo not given)	?	104	101	-7
Cc1ccc(C(=O)OCC(=O)Nc2cccc(Cl)c2C)c(O)c1	?	99	92	-3
Cc1ccc2oc(=O)n(CC(=O)N3CCOCC3)c2c1	?	99	96	1
O=S(=O)([N-]c1nc2ccccc2nc1-n1cc[n+](Cc2ccccc2)c1)c1ccccc1	?	101	100	-1
Cc1cc(C)n(-c2cc(C(C)(C)C)nc3c(-c4ccccc4)cnn23)n1	?	100	100	11
NS(=O)(=O)c1ccc(NC2=CC(c3ccc([N+](=O)[O-])cc3)N(c3ccc(S(N)(=O)=O)cc3)C2=O)cc1 (stereo not given)	?	99	95	-13
NNC(=O)Cn1c(-c2ccccc2)cc(=O)n2ncnc12	?	103	104	-38
O=C(COC(=O)CCc1nc2ccccc2c(=O)[nH]1)NC(c1ccccc1)c1ccccc1	?	103	100	-51
CCOc1ccc(NC(=S)NNC(=S)Nc2cccc(C(F)(F)F)c2)cc1	?	102	102	-57
CC1CCN(C(=O)Cn2ncc3c4ccccc4n(C)c3c2=O)CC1	?	102	102	-5
CCN(CC(=O)Nc1cc(Cl)ccc1OC)CC(=O)NC1CCS(=O)(=O)C1 (stereo not given)	?	98	100	19
N#CCCC1CCCC=C1N(Cc1ccccc1)C(=O)C(Cl)Cl (stereo not given)	?	100	105	7
NC(=O)CC(NC(=O)c1ccccc1)c1ccc(NCCc2cccc(F)c2)c([N+](=O)[O-])c1 (stereo not given)	?	99	100	-40

This is a subset; the hit share may differ from the screen's.
